Screening data (PubChem)
NCOA3 inh: SRC3 coactivator transcriptional activity inhibitors, primary screen, cell-based, luminescence. AID 588352, 2011. inhibition, % at 3.6 µM. hit rate 0.17% among 360,000. HEK293 GAL4-SRC3 luciferase reporter;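 active = inhibition above a per-campaign cutoff, the mean of all compounds plus 3 SD, cut at about 60% in these data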;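 note: 0% = DMSO-treated cells and 100% = gossypol-treated cells at 36 µM; higher means less SRC3-driven luciferase light from the GAL4 reporter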
MC4R antagonist: MC4R antagonists of cAMP signaling, primary screen, cell-based, TR-FRET, antagonist arm of biased-ligand search. Melanocortin receptor 4 (Homo sapiens), P32245. MC4R-expressing cells, MTII-stimulated cAMP, LANCE TR-FRET. inhibition, % at 6.5 µM. hit rate 0.48% among 360,000. AID 540295, 2011;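 active = inhibition above its plate's cutoff, the mean of tested wells on that plate plus 3 SD, cut at about 29% in these data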;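 note: 0% = Melanotan II alone and 100% = Melanotan II plus saturating MCL0020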
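System: U2OS-MC4R stable cell line; Technique: Eu-cAMP/anti-cAMP TR-FRET, emission 671 nm; Repeats: single well per compound; Also added: Melanotan II; Dosing: one concentration, 6.5 µM nominal; Schedule: 30-min compound, 1-h challenge, 1-h detection, room temperature.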
TLR9-MyD88 block: inhibitors of TLR9-MyD88 association in cells, primary screen, cell-based, CHO, BLA complementation, fluorescence | Toll-like receptor 9 (Homo sapiens) + Myeloid differentiation primary response protein … | CCF4 FRET ratio | inhibition, % at 4.98 µM | hit rate 0.21% among 340,000 | AID 504734, 2011;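 active = inhibition above the mean over all tested compounds plus 3 SD, cut at about 21% in these data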;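 note: 0% = DMSO only wells and 100% = clavulanate BLA inhibitor control wells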
MC4R ag barr: MC4R agonists recruiting beta-arrestin, primary screen, cell-based, luminescence, agonist arm of biased-ligand search; Melanocortin receptor 4 (Homo sapiens), P32245; hit rate 0.98% among 360,000; activation, % at 8.9 µM; U2OS MC4R beta-arrestin complementation; percent of melanotan II response, DMSO zero;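 active = activation above a per-plate cutoff, the mean activation of sample wells on that plate plus 3 SD, cut at about 8% in these data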
EBV LMP1 NFkB: EBV LMP1-driven NF-kappaB luciferase reporter inhibitors, primary screen, cell-based, luminescence, single point; LMP1-induced NF-kappaB luciferase reporter cells; hit rate 0.69% among 350,000; inhibition, % at 12.5 µM; in the data active = inhibition above about 41%;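 note: 0% = neutral control wells and 100% = reference inhibitor control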
SRC1 inh: SRC1 coactivator transcriptional activity inhibitors, primary screen, cell-based, luminescence; Nuclear receptor coactivator 1 (Homo sapiens), Q15788; HEK293 GAL4-SRC1 luciferase reporter; inhibition, % at 3.6 µM; hit rate 0.12% among 360,000; AID 588354, 2011;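 active = inhibition above the campaign mean plus 3 SD, with each screening campaign given its own cutoff, cut at about 60% in these data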;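 note: 0% = DMSO treated cells and 100% = gossypol at 36 µM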
LRH-1 inv ag: LRH-1 (NR5A2) inverse agonists, primary screen, cell-based, luminescence, HEK293T, StAR-luciferase reporter; Nuclear receptor subfamily 5 group A member 2 (Homo sapiens), O00482; LRH-1 transfected, 24 h; hit rate 0.13% among 360,000; inhibition, % at 3.6 µM; AID 602396, 2012;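 active = inhibition above the mean inhibition of all tested compounds plus 3 SD, cut at about 73% in these data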;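 note: 0% = DMSO wells and 100% = reporter-only cells lacking LRH-1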
Target sequence (O00482 whole entry, looked up): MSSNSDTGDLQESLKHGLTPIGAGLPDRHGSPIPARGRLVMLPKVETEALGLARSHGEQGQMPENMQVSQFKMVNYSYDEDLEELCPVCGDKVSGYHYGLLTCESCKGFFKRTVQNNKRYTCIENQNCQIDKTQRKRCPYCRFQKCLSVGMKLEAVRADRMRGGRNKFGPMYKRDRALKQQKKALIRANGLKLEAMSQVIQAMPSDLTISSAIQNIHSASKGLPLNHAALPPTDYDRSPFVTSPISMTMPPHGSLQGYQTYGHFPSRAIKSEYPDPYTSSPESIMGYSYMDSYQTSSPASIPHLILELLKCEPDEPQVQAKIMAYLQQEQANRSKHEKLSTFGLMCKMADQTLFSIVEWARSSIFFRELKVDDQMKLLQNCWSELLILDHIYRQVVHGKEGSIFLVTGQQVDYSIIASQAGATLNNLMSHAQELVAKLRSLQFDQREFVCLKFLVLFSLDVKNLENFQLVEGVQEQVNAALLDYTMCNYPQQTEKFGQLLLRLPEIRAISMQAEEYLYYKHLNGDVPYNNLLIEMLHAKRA
SRC2 inh: inhibition of GAL4-SRC2 driven luciferase reporter, primary screen, SRC2 inhibitor project, cell-based, luminescence | Nuclear receptor coactivator 2 (Homo sapiens), Q15596 | HEK293 GAL4-SRC2 luciferase reporter | inhibition, % at 9 µM | hit rate 0.17% among 370,000;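 active = inhibition above the mean inhibition of all tested compounds plus 3 SD, set per campaign, cut at about 52% in these data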;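 note: 0% = DMSO treated cells and 100% = cells given Gossypol at 36 µM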
NOD2-RIPK2 inh: NOD2-RIPK2 binding disruptors in cells, primary screen, fluorescence, CHO cells, BLA complementation. CCF4 ratio. inhibition, % at 4.98 µM. hit rate 0.38% among 360,000; in the data active = inhibition above about 21%;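 note: 0% = vehicle only and 100% = reference blocker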
COUP-TFII inh: NR2F2 transcriptional activity inhibitors, primary screen, cell-based, luciferase reporter, HEK293T, luminescence; COUP transcription factor 2 (Homo sapiens), P24468; HEK293T NGFI-A luciferase reporter; inhibition, % at 8.6 µM; hit rate 0.7% among 370,000;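 active = inhibition above a per-plate cutoff, mean inhibition of test wells between control levels plus 3 SD, cut at about 38% in these data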;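 note: cells cotransfected with COUP-TFII expression vector driving the NGFI-A reporter; 0% = median of COUP-TF2 test wells and 100% = reporter-only cells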
Target sequence (P24468 whole entry, looked up): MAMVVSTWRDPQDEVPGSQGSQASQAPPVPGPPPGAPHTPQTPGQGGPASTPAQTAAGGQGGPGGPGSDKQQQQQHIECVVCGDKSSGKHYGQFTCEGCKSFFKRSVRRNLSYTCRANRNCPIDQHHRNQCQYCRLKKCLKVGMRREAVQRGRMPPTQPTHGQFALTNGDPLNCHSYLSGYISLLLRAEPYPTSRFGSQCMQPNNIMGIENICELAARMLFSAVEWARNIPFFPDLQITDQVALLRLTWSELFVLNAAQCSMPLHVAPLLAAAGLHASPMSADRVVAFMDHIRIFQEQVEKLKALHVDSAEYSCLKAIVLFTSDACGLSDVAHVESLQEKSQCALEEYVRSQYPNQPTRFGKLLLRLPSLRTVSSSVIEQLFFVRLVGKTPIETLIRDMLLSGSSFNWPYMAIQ
ABHD5 PLIN5 PPI: ABHD5-PLIN5 interaction inhibitors, primary screen, cell lysate, split luciferase complementation, luminescence | Perilipin-5 (Homo sapiens) + 1-acylglycerol-3-phosphate O-acyltransferase ABHD5 (Homo … | Split G. princeps luciferase complementation, 4 h | inhibition, % at 4 µM | hit rate 0.78% among 360,000;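 active = inhibition above the mean inhibition across every tested compound plus 3 SD, cut at about 22% in these data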;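 note: 0% = DMSO only wells and the 100% control is not disclosed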
* hit, by the source's call; . = no result given. A portion of the library; the hit share may differ from the screen's.

SMILES | NCOA3 inh | MC4R antagonist | TLR9-MyD88 block | MC4R ag barr | EBV LMP1 NFkB | SRC1 inh | LRH-1 inv ag | SRC2 inh | NOD2-RIPK2 inh | COUP-TFII inh | ABHD5 PLIN5 PPI
COc1ccc(S(=O)(=O)N2CCN(C(=O)Cc3cccs3)CC2)cc1 | 17 | 7 | -5 | -2.2 | 8 | -2 | -2 | -2 | -5 | -4 | -3
NC(=O)C1(NC(=O)[C@@H]2CC3(CC(c4cccc(NC(=O)c5cc([N+](=O)[O-])cc([N+](=O)[O-])c5)c4)=NO3)CN2C(=O)c2ccccc2)CC1 (stereo partly specified) | -7 | 13 | -1 | -1.3 | -4 | -8 | 26 | -5 | -4 | 4 | -3
CCCc1c(C(=O)N/N=C/c2ccoc2)nnn1-c1nonc1N | -14 | 2 | -13 | -1.4 | 7 | -11 | 9 | -3 | 2 | 3 | 6
N#CC1=C(N)N(c2ccc(Oc3ccccc3)cc2)C(=O)C1 | 4 | 6 | 6 | -0.5 | 2 | 17 | 0 | 4 | -14 | 0 | 3
Cc1cccc(C(=O)N/N=C/c2coc3ccccc3c2=O)c1 | 9 | -5 | -4 | -1.9 | -4 | -9 | -20 | 16 | -2 | 5 | -1
COc1cc(C(=O)Nc2nnc(SC)s2)c([N+](=O)[O-])cc1OC | 16 | -4 | 9 | -1.8 | -1 | 9 | 8 | -23 | -8 | -10 | 2
Cc1ccc(S(=O)(=O)NC(=O)c2cc(C)n(-c3ccc(N(C)C)cc3)c2C)cc1 | 0 | -1 | 2 | -0.9 | -6 | -2 | 11 | -4 | 11 | -10 | -6
COc1ccc(C)cc1NC(=O)CCc1c(C)nn(-c2ccc(N3CCCCC3)nn2)c1C | -55 | 1 | -23 | -3.1 | -7 | -13 | -33 | -35 | -4 | -19 | -2
Cc1cc(C)nc(Nc2ccccc2Cl)n1 | 7 | 14 | 3 | 2.0 | 3 | -24 | 9 | -69 | -9 | -21 | -9
COc1ccccc1NC(=O)c1cnc2n(c1=O)CCS2 | -30 | 2 | 7 | 0.7 | -24 | -28 | -53 | -34 | -15 | -1 | -4
CC1CCCN(C(=O)Cn2nnc(-c3ccccc3F)n2)C1 (stereo unspecified) | -41 | -5 | -10 | 2.2 | -10 | -28 | -62 | 6 | -9 | -28 | -7
CC(C)n1c(NCCc2ccccc2)nc2c1c(=O)n(C)c(=O)n2C | 41 | 1 | 13 | 0.6 | 18 | 18 | 0 | 5 | -6 | 19 | 5
O=C(O)c1ccc2c(c1)C(=O)N(c1cccc(S(=O)(=O)Nc3cccc(C(F)(F)F)c3)c1)C2=O | 16 | 8 | -11 | -1.5 | -2 | 16 | -11 | 17 | -9 | 9 | 3
COc1cccc(C(=O)NC(C)c2ccc(-c3ccccc3)cc2)c1OC (stereo unspecified) | -13 | 15 | -17 | 5.0 | -6 | -3 | -8 | 7 | -7 | 13 | 0
COc1ccc(NC2=C(Cl)C(=O)N(c3ccccc3)C2=O)c(OC)c1 | 4 | 0 | -3 | 0.2 | -4 | -17 | -6 | -2 | -5 | -3 | -1
Cc1[nH]n(-c2ccc(Cl)cc2)c(=O)c1/C=N/c1nnc(-c2ccccc2)s1 | -18 | -9 | 2 | -1.4 | -3 | -16 | -24 | -6 | -2 | -16 | -27
CNC(=O)c1sc(Nc2ccc(OCc3ccccc3)cc2)nc1C | -6 | 3 | -4 | 0.0 | 2 | -25 | -3 | 17 | -6 | 27 | -2
COc1cc(C2NC(=S)NC(O)(C(F)(F)F)C2C(=O)c2cccs2)cc(OC)c1O (stereo unspecified) | -12 | 6 | 2 | 1.5 | -3 | -14 | -6 | -38 | -5 | -1 | 1
N#Cc1c(-c2ccccc2)nc(SCc2ccc(Cl)cc2)[nH]c1=O | -11 | 3 | -5 | 0.1 | 0 | 21 | 4 | -38 | 2 | 11 | 3
CC1CCC(N(CCCN)Cc2ccco2)CC1C (stereo unspecified) | 21 | 1 | -4 | -0.4 | -1 | -72 | -14 | 8 | -3 | 13 | -9
COc1ccc(NC(=O)c2cccnc2)cc1OCC(C)C | -9 | 6 | -3 | -0.9 | 2 | -7 | 9 | -30 | -2 | -3 | -7
O=C(N/N=C/c1cccc2ccccc12)c1cc(C2CC2)[nH]n1 | -2 | -3 | 4 | -2.5 | 53* | -13 | -22 | -26 | 0 | -1 | 1
COc1ccc(NC(=O)c2ccc3c(=O)n(-c4ccc(OC)cc4OC)c(=S)[nH]c3c2)c(OC)c1 | 5 | 28 | -5 | -4.1 | -4 | 8 | -13 | 22 | 13 | 7 | -3
COc1ccc(N2CCN(S(=O)(=O)CCNC(=O)/C=C/c3ccc4c(c3)OCO4)CC2)cc1 | 11 | -1 | 1 | -1.0 | 0 | 2 | -12 | -3 | -22 | 5 | 10
CC(C)c1ccc(OCC(O)Cn2cnc3ccccc32)cc1 (stereo unspecified) | -11 | 3 | 6 | 2.2 | 3 | -41 | -12 | -4 | -3 | -7 | -2
Cc1no[n+]([O-])c1COc1ccc(/C=C(\C#N)C(N)=O)cc1 | -9 | -3 | 5 | -0.8 | -17 | -8 | 28 | 5 | 2 | 8 | 5
CCOc1ccc(-n2c(SCC(=O)OC)nc3sc4c(c3c2=O)CCN(C)C4)cc1 | 0 | 14 | 8 | 0.7 | 0 | 4 | 6 | 4 | -5 | 11 | 6
CC(C)COc1cccc(C(=O)NNC(=O)C2COc3ccccc3O2)c1 (stereo unspecified) | 12 | -2 | -3 | -0.4 | -6 | -14 | -7 | 9 | -2 | 1 | 1
COc1c(Cl)cc(C(=O)Nc2ccccc2C(=O)O)cc1Cl | -4 | 5 | 0 | -0.6 | -9 | -27 | -45 | -8 | -3 | -7 | -3
O=C(Nc1cccc(C(=O)O)c1)/C(=C\c1ccccc1)NC(=O)c1ccccc1Cl | 12 | 12 | -3 | -1.7 | 5 | -17 | -5 | -6 | 6 | -5 | 2
O=C(N/C(=C/c1cccc([N+](=O)[O-])c1)C(=O)N1CCCCC1)c1cccs1 | 15 | 11 | -10 | -2.0 | 3 | 6 | 20 | -8 | -33 | 3 | -4
COC(OC)c1ccnc(-c2ccc(OC(=O)c3ccc(F)cc3)cc2)n1 | -13 | 4 | 1 | -1.5 | -1 | -15 | 10 | -38 | 5 | -5 | -8
O=c1oc2cc(O)ccc2cc1-c1nc2c(s1)CCc1ccccc1-2 | 10 | 12 | 47* | 6.0 | -13 | 9 | 3 | 25 | 44* | 7 | -5
O=C(NCc1ccccc1)c1ccc(Cl)c(S(=O)(=O)N2CCCC2)c1 | 19 | 1 | -5 | -0.6 | 2 | -8 | -14 | -6 | 6 | 5 | -5
Cc1nc(NCCc2ccccc2)c2nnn(Cc3ccccc3)c2n1 | 1 | 9 | -5 | -1.1 | 5 | -22 | 16 | -48 | -5 | -1 | -1
CCN1CCN(c2oc(-c3ccco3)nc2C#N)CC1 | 4 | -2 | . | 0.2 | . | -13 | -13 | -21 | -13 | 9 | 6
CCOc1ccc(/C=N/NC(=S)NC2CC3CCC2C3)cc1 (stereo unspecified) | 10 | 7 | . | 1.9 | -7 | -15 | -18 | 0 | -4 | 5 | -10
CC(=O)Nc1ccc(NC(=O)C(NC(=O)c2ccc(Cl)cc2)C(C)C)cc1 (stereo unspecified) | 0 | 3 | 9 | 0.5 | -3 | -11 | -20 | -19 | -3 | 6 | 1
Cc1ccc(C)c(N2CCN(C(=O)c3ccc(CS(=O)Cc4cccc(Cl)c4)o3)CC2)c1 (stereo unspecified) | 10 | -2 | 4 | 0.4 | 12 | 15 | -6 | 21 | 6 | -18 | 4
O=C1CCCC(O)=C1N=Nc1cccc(S(=O)(=O)N2CCOCC2)c1 | 16 | -13 | 5 | 0.6 | -3 | -3 | 9 | 3 | -6 | 5 | 8
Cc1cccc(NC(=O)CSc2nc3ccccc3c(=O)n2C)c1 | 3 | 9 | -3 | 2.0 | 13 | 18 | -3 | 19 | 0 | 41* | -3
CC1(C(=O)NCCC(F)(F)F)Cc2c(-c3ccccc3)ccnc2O1 (stereo unspecified) | -21 | 1 | . | -0.3 | . | 0 | -6 | 10 | -2 | 11 | 7
NNc1nc(-c2ccccc2)cc(-c2ccccc2O)n1 | -7 | 6 | 2 | -1.8 | 1 | 7 | -5 | . | -6 | . | 6
COc1cc(NC(=O)c2cc(C(C)C)on2)c(OC)cc1Cl | -13 | 4 | -6 | -1.3 | 24 | -39 | 8 | -12 | -6 | -1 | 5
Cc1ccc(-c2cnc(-c3ccncc3)o2)cc1 | -72 | -3 | 7 | 3.4 | -15 | -71 | -78 | -18 | -10 | -49 | 6
Cc1cccc(C)c1OCC(=O)N=Nc1c(O)[nH]c2ccc(Br)cc12 | -8 | 14 | -2 | -1.4 | 5 | -5 | -17 | 14 | -8 | -16 | -5
COc1ccc(CN2CCN(Cc3ccc(C)cc3)CC2)c(OC)c1 | 10 | 2 | -4 | -0.6 | 6 | 16 | 9 | 7 | -6 | 16 | 1
CCC(=O)N1CCC1(C)C(=O)Nc1ccc2nc(C)ccc2c1 (stereo unspecified) | -18 | 13 | . | -0.2 | . | -5 | -33 | 0 | -15 | -10 | -6
CCCCn1c(=O)[nH]c(=O)c2c1nc(-c1cc(Cl)c(OC)c(OC)c1)n2C | -4 | 9 | 4 | -3.0 | 13 | 12 | 6 | 6 | -7 | 11 | -5

3 of the entries above in order of the TLR9-MyD88 block value, ascending:
SMILES	TLR9-MyD88 block
COc1ccc(CN2CCN(Cc3ccc(C)cc3)CC2)c(OC)c1	-4
Cc1cccc(C)c1OCC(=O)N=Nc1c(O)[nH]c2ccc(Br)cc12	-2
CCCCn1c(=O)[nH]c(=O)c2c1nc(-c1cc(Cl)c(OC)c(OC)c1)n2C	4
